Screening results (PubChem)
Scp1 inh: Scp-1 phosphatase inhibitors, primary screen, biochemical, colorimetric, uHTS; 0.88% of 340,000 active; Carboxy-terminal domain RNA polymerase II polypeptide A small phosphatase 1 (Homo …; Recombinant Scp1, phosphopeptide, malachite green phosphate absorbance; inhibition, % at 20 µM;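 active = inhibition above about 50% at 20 µM, limit read from the data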;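 also: plate controls were DMSO wells with enzyme for no effect and wells lacking enzyme for full effect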
Target sequence (Q9GZU7 76-261 limits assumed): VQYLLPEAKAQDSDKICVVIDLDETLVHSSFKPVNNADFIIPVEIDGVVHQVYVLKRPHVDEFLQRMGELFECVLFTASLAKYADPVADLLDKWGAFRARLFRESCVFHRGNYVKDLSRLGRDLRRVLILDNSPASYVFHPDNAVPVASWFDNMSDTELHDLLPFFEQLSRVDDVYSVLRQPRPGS
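Test system: SCP-1 phosphatase catalytic domain, residues 76-261 | Compound dosing: One concentration, 20 µM, with 1.0% DMSO | Schedule: 45 min room-temperature reaction, 5 min colour, 30 min stabiliser | Detection: Absorbance at 630 nm | Read-out basis: % inhibition of SCP-1 phosphate liberation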
NRP1-CendR mod: modulators of CendR peptide binding to NRP-1, primary screen, biochemical, fluorescence polarization, uHTS. FAM-RPARPAR peptide binding to NRP-1. inhibition, % at 25 µM. 0.85% of 360,000 active. AID 602438, 2012;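 active = inhibition or corrected inhibition above about 18%, plus a signal ratio from 0.5 to 1.5, limit read from the data, passing the limit was not always enough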; also: strong numbers were not always called active
NadD block: inhibitors of S. aureus NadD, primary screen, biochemical, colorimetric, uHTS. Nicotinate-nucleotide adenylyltransferase NadD (Staphylococcus aureus N315). purified NadD enzyme, colorimetric absorbance read-out. inhibition, % at 20 µM. 0.78% of 360,000 active. AID 602399, 2012; in the data active = inhibition above about 26%; also: some compounds past the cut are filed as inactive
SUMO1-SIM PPI: modulators of SUMO1 protein-protein interactions, primary screen, biochemical, uHTS; Small ubiquitin-related modifier 1 (Homo sapiens), P63165; SUMO1 binding to a labelled peptide, TR-FRET, 1 h; inhibition, % at 20 µM; 0.33% of 360,000 active; AID 602429, 2012; in the data active = inhibition above about 37%
Target sequence (P63165 whole entry, looked up): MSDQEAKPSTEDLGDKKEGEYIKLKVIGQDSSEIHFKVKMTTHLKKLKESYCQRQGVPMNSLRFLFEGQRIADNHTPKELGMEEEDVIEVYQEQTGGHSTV
DNMT1 block: human DNMT1 methyltransferase inhibitors, primary screen, biochemical, molecular beacon, fluorescence, HinP1I cleavage, uHTS; DNA (cytosine-5)-methyltransferase 1 (Homo sapiens), P26358; inhibition (reported as % activation of signal), % at 10 µM; 0.83% of 360,000 active; in the data active = inhibition above about 50%
SKN-1 block: suppressors of acrylamide-induced Pgst-4::GFP reporter in worms, primary screen, SKN-1 inhibitor project, whole organism, uHTS, GFP/RFP fluorescence ratio, strain VP596; 0.49% of 360,000 active; AID 624304, 2012; C. elegans VP596 Pgst-4::GFP/RFP ratio, 24 h; inhibition, % at 21.8 µM;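 active = interference check ratio from 0.5 to 1.5 plus GFP to RFP signal ratio inhibition reaching or exceeding a fixed threshold, cut at about 30% in these data, passing the limit was not always enough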; also: some compounds called inactive have numbers as strong as hits
LMPTP block: LMPTP phosphatase inhibitors, primary screen, biochemical, fluorescence intensity, uHTS; 0.22% of 360,000 active; Low molecular weight phosphotyrosine protein phosphatase (Homo sapiens), P24666; inhibition, % at 20 µM; recombinant LMPTP-A, OMFP fluorogenic substrate;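 active = compounds that cut the enzyme signal by at least half of the control window in the single-dose screen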;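 also: plate controls were DMSO wells with enzyme plus substrate for no effect and substrate without enzyme for full effect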
Target sequence (P24666 whole entry, looked up): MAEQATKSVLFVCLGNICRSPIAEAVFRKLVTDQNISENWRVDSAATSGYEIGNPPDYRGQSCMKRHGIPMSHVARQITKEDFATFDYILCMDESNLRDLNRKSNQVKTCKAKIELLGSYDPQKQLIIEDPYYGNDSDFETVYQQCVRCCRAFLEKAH
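Buffer or medium: Bis-Tris pH 6.0, DTT, detergent; Assay system: LMPTP-A enzyme; Quantity: 0.625 nM enzyme; Detection: endpoint fluorescence intensity; Times: 50 min dark incubation at room temperature; Controls: substrate-only low control, DMSO enzyme-plus-substrate high control; Doses: single 20 µM dose; Read-out: percent inhibition versus substrate-only and uninhibited controls; Reagent: 400 µM OMFP.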
STEP block: STEP phosphatase inhibitors, primary screen, biochemical, fluorescence intensity, uHTS. Tyrosine-protein phosphatase non-receptor type 5 (Homo sapiens), P54829. recombinant STEP, OMFP fluorogenic substrate. inhibition, % at 20 µM. 0.25% of 360,000 active;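 active = inhibition at 20 µM, scaled per plate between control wells, above about 37%, limit read from the data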;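 also: 0% = DMSO with enzyme and substrate and 100% = substrate only without enzyme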
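Material: STEP (striatal-enriched tyrosine phosphatase) enzyme, cell-free; Compound dosing: 20 µM single dose in 1% DMSO; Technique: fluorescence read at 480 nm ex / 540 nm em; Times: reaction 20 min, ambient temperature; Medium: 50 mM Bis-Tris pH 6.0 with 2.5 mM DTT and 0.005% Tween 20; Also added: OMFP at 25 µM.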
Rpn11 inh: Rpn11 (PSMD14) deubiquitinase inhibitors, primary screen, biochemical, fluorescence polarization, uHTS | human 26S proteasome, Ub4-pepOG fluorescence polarization; 20S core pre-blocked with epoxomicin | AID 588493, 2011 | calls only at 20 µM | 0.59% of 360,000 active | 26S proteasome non-ATPase regulatory subunit 14 (Homo sapiens), O00487;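 active = inhibition at 20 µM, scaled to each plate's controls, above about 33%, limit read from the data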
Target sequence (O00487 whole entry, looked up): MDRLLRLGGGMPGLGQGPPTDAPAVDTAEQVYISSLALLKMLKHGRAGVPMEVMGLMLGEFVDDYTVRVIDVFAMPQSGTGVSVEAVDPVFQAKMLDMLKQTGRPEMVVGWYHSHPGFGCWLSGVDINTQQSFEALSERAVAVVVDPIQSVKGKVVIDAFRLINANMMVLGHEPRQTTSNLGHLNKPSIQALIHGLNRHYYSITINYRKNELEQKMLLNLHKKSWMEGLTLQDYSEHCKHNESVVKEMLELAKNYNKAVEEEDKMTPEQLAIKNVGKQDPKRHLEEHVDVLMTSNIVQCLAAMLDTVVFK
MT1-MMP act inh: blockers of MT1-MMP proenzyme processing, primary screen, HT1080 RFP-PRO-GFP cells, GFP/RFP fluorescence; GFP/RFP ratio fluorescence, overnight; percent of plate control window, DMSO zero; 0.061% of 360,000 active; GFP/RFP ratio change, % at 20 µM; Matrix metalloproteinase-14 (Homo sapiens), P50281;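 active = GFP/RFP ratio change of at least 30% with cell ATP level not reduced by more than half and red fluorescence within 50% of control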; also: strong numbers were not always called active
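Material: RFP-PRO-GFP reporter HT1080 cells. Dosing: single-point 20 µM compound, 1% DMSO. Controls: DMSO and RFP-L50D-GFP cell wells. Timing: cells overnight before dosing, compound overnight, 37 °C, 5% CO2. Measure: GFP/RFP fluorescence ratio.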
Numbers without * were called inactive; i = inactive; . = no result given.

Scp1 inh | NRP1-CendR mod | NadD block | SUMO1-SIM PPI | DNMT1 block | SKN-1 block | LMPTP block | STEP block | Rpn11 inh | MT1-MMP act inh | compound
-5.5 | 13.5 | -6.5 | -0.3 | -6.5 | 3.9 | 0.3 | 5.8 | i | -5.7 | CCC1CCc2c(sc(NC(=O)CSc3nc(-c4ccco4)cc(C(F)(F)F)n3)c2C#N)C1 (configuration not stated)
-8.7 | 10.9 | 2.1 | -1.8 | 1.0 | -0.4 | 0.2 | -1.8 | i | -8.5 | Cc1noc(C)c1S(=O)(=O)N1CCC2(CC1)OCCO2
-4.8 | 2.0 | 3.3 | 15.5 | 0.1 | -4.7 | -0.5 | 0.8 | i | 1.9 | CSCCC(NC(=O)c1ccccc1Cl)C(=O)NCC(c1ccc(F)cc1)N1CCOCC1 (configuration not stated)
-18.7 | 1.7 | -3.9 | -4.9 | -6.6 | 2.2 | 2.7 | 6.3 | i | -5.1 | COC(=O)c1ccc(N2CCN(S(=O)(=O)c3c(C)cc(C)cc3C)CC2)c([N+](=O)[O-])c1
-12.3 | 4.0 | -3.3 | 3.7 | 0.0 | 13.5 | 1.7 | -1.8 | i | 2.8 | O=C(CN1CCN(c2ccccn2)CC1)Nc1ccc(Br)cc1
-7.9 | 1.8 | -1.6 | -5.7 | -3.9 | 3.3 | 1.2 | -0.3 | i | -18.1 | CCc1cccc(C)c1NC(=O)CO/N=C(\C)c1cc2ccccc2o1
3.0 | 7.6 | -4.7 | 7.4 | 1.7 | -4.8 | 0.4 | -3.1 | i | -4.1 | O=C(CCC(F)(F)F)N1CCCC(N2CCN(c3cccc(Cl)c3)CC2)C1 (configuration not stated)
. | -0.4 | -2.0 | -6.9 | -1.1 | 10.4 | -2.6 | -1.5 | i | 1.3 | CC1(C)CC(NC(=O)c2ccc(F)cc2)CC(C)(C)N1
-4.8 | -15.4 | -4.6 | -0.2 | 8.7 | 16.2 | 0.5 | -0.9 | i | 0.5 | COC(=O)c1ccc(CNC(=O)Cn2cnc3c(OCc4ccccc4)ncnc32)cc1
-2.8 | -4.8 | 17.0 | 2.7 | 4.1 | 8.9 | 0.5 | -2.3 | i | -15.6 | CC1=NNC(=O)/C1=C\c1cn(-c2ccccc2)nc1-c1cccs1
-6.0 | -10.1 | -3.1 | 3.6 | 3.3 | 19.4 | -0.8 | -0.6 | i | -2.6 | CN1CCN(C(=O)c2ccc3c(=O)n(Cc4ccco4)c(=S)[nH]c3c2)CC1
-9.1 | -6.7 | 1.0 | 7.1 | 1.0 | 7.3 | -0.8 | 2.1 | i | 0.8 | CCN(CCNC(=O)c1cc(C)nn1-c1ccccc1)c1ccccc1
3.0 | -10.8 | -4.1 | 1.1 | 0.2 | 5.1 | -1.3 | 1.5 | i | 0.0 | Cc1ccc(C)c(NC(=O)CCC(=O)NNC(=O)c2cccs2)c1
-0.4 | -2.5 | -4.8 | 7.5 | 12.3 | 1.1 | -1.0 | -1.3 | i | -1.2 | Cc1ccc(N2CC(C(=O)OCC(=O)NNC(=O)c3ccccc3)CC2=O)cc1 (configuration not stated)
-4.9 | 2.8 | -2.2 | -19.2 | -0.5 | 5.1 | -1.4 | -1.9 | i | -0.8 | Cc1ccc(NC(=O)CN(C)CC(=O)Nc2ccc(N3CCOCC3)cc2)c([N+](=O)[O-])c1
-10.7 | 3.5 | -1.5 | -0.4 | -1.0 | 10.6 | 2.6 | -1.2 | i | -4.8 | Cc1ccc(CON=C2CCN(c3ncc(C(F)(F)F)cc3Cl)CC2)cc1
1.5 | 3.5 | -5.4 | -1.0 | -0.2 | 4.9 | -0.2 | 1.4 | i | 1.9 | C/C(=C\c1ccccc1)CN1CCN(c2ccccc2F)CC1
-3.0 | 5.2 | 15.6 | 1.8 | -5.6 | 12.4 | 0.4 | 0.0 | i | -11.1 | Brc1ccc(CSc2ccc3nnc(-c4ccccn4)n3n2)cc1
-11.1 | -33.8 | 39.9* | -2.2 | -18.9 | 8.4 | 0.5 | -0.2 | i | -7.2 | Cc1cc(-c2csc(NC(=O)c3ccc(S(=O)(=O)N(C)C)cc3)n2)c(C)n1-c1ccccc1
-3.6 | -12.5 | 2.4 | 2.2 | -7.1 | 6.9 | 1.7 | 4.1 | i | 0.4 | Brc1cccc(-c2nnc(SCc3nc4ccccc4[nH]3)o2)c1
1.8 | 5.8 | -3.8 | 3.2 | 0.2 | 8.2 | -1.4 | -1.7 | i | 5.1 | CC(=O)Nc1ccc(N(C(=O)c2cnccn2)C(C(=O)NC2CCCCC2)c2ccc(F)cc2)cc1 (configuration not stated)
0.6 | 7.7 | 7.2 | 0.3 | 29.9 | -6.5 | 2.3 | 4.8 | i | 3.0 | Cc1nn(-c2ccccc2)c2sc(C(=O)OCn3nnc4ccccc4c3=O)cc12
0.7 | 1.8 | -0.8 | 0.4 | 4.3 | 3.4 | -0.8 | 1.0 | i | 8.3 | CC(NC(=O)COC(=O)C1CC1C)c1ccccc1 (configuration not stated)
-12.2 | -6.4 | 3.5 | 2.2 | -4.1 | 9.7 | 3.8 | -1.1 | i | 4.2 | Nc1ccc(-c2nc3ccccc3[nH]2)cc1
7.1 | -10.1 | 10.8 | 2.5 | -2.9 | 6.2 | -0.3 | 2.8 | i | -3.2 | CCn1c(SCc2nc(-c3cccs3)no2)nnc1-c1c[nH]c2ccccc12
. | -6.4 | -2.1 | 2.5 | 4.5 | 5.1 | -0.3 | 4.4 | i | 4.0 | CC(=O)Nc1ccc(C(=O)N2CCCC(c3cc(C(=O)NCc4ccccc4)no3)C2)cc1 (configuration not stated)
-5.2 | -1.5 | -4.9 | 0.2 | -1.2 | -0.1 | -0.4 | 1.3 | i | 0.1 | CCOC(=O)CN(C)Cc1cn[nH]c1-c1ccc2cc(OC)ccc2c1
-4.7 | 5.4 | -6.8 | 9.8 | 1.4 | 7.0 | -0.4 | -2.3 | i | 0.4 | O=C(NCCc1cccs1)C1CCC(=O)N(CCc2cccc(F)c2)C1 (configuration not stated)
-3.9 | 5.4 | 1.9 | -4.4 | -3.3 | 13.2 | 0.8 | 1.4 | i | -1.0 | CSc1ncccc1C(=O)OCC(=O)c1cc(C)n(C)c1C
-10.5 | 2.2 | -0.9 | 2.1 | -2.2 | -13.5 | -0.3 | -1.2 | i | 6.1 | C=CCNC(=S)NNC(=O)C(CC(C)C)CC(C)O (configuration not stated)

2 entries picked at random from the list so far, as already listed:
Scp1 inh | NRP1-CendR mod | NadD block | SUMO1-SIM PPI | DNMT1 block | SKN-1 block | LMPTP block | STEP block | Rpn11 inh | MT1-MMP act inh | compound
-4.8 | -15.4 | -4.6 | -0.2 | 8.7 | 16.2 | 0.5 | -0.9 | i | 0.5 | COC(=O)c1ccc(CNC(=O)Cn2cnc3c(OCc4ccccc4)ncnc32)cc1
-9.1 | -6.7 | 1.0 | 7.1 | 1.0 | 7.3 | -0.8 | 2.1 | i | 0.8 | CCN(CCNC(=O)c1cc(C)nn1-c1ccccc1)c1ccccc1

More records
Scp1 inh | NRP1-CendR mod | NadD block | SUMO1-SIM PPI | DNMT1 block | SKN-1 block | LMPTP block | STEP block | Rpn11 inh | MT1-MMP act inh | compound
-7.2 | 3.0 | -1.1 | -19.6 | -2.5 | -5.3 | 2.5 | 0.7 | i | 0.7 | CCOC(=O)C1C(=O)C=C(c2ccc(OC)cc2)CC1c1ccco1 (configuration not stated)
11.5 | 5.8 | -3.0 | -10.1 | 1.2 | 7.8 | 0.2 | -3.6 | i | 1.0 | C/C(=N\Nc1ccc(C(=O)O)cc1)c1ccc(Cl)s1
6.5 | 15.3 | 2.4 | 0.3 | -4.1 | 3.6 | 4.9 | -0.7 | i | -30.9 | CCOC(=O)/C(=C\c1ccc(OC(F)F)cc1)C1=Nn2c(nnc2-c2ccc(Cl)cc2)SC1
-0.1 | 8.8 | 9.8 | -4.7 | 1.5 | 5.1 | -1.1 | -2.3 | i | 3.8 | CC1CCN(C(=O)CSc2nnc3ccccn23)CC1
-2.1 | -21.7 | -2.6 | -13.8 | -3.0 | 8.5 | -0.8 | -1.1 | i | -19.5 | Cc1ccc(/C=C2\SC(N)=NC2=O)s1
-1.2 | 9.3 | 0.2 | -10.4 | -0.2 | 9.5 | -1.2 | 2.6 | i | -5.9 | CCCN(C(=O)COC(=O)Cn1c(=O)oc2ccccc21)c1c(N)n(Cc2ccccc2)c(=O)[nH]c1=O
-7.5 | 8.4 | -11.6 | 0.7 | -1.6 | 2.7 | 2.9 | 1.1 | i | 3.2 | COc1ccc(CC(=O)Oc2cc(C)ccc2C)cc1
2.8 | 5.5 | -1.4 | 4.6 | 2.0 | -19.6 | 0.5 | -3.0 | i | -0.5 | O=C(COC(=O)C1(c2ccc(F)cc2)CCCC1)NC1CC1
-9.3 | 13.1 | -4.2 | 2.8 | -2.4 | 4.5 | 1.5 | 1.9 | i | 4.9 | c1ccc(-c2noc(CC3CCCCC3)n2)cc1
-10.5 | 13.4 | -4.1 | -7.9 | -0.8 | -10.0 | -0.9 | -0.6 | i | -3.1 | COc1ccc(N=CC2=C(O)CC(C)(C)CC2=O)cc1OC
4.1 | -12.0 | 1.2 | 3.2 | 1.8 | 1.8 | -0.8 | -2.6 | i | 3.3 | COC(=O)[C@@H]1C[C@H]2CC[C@H](O)C[C@H]2N1Cc1ccc(C(C)(C)C)cc1
0.3 | 7.8 | -2.0 | 1.7 | -2.0 | -2.5 | -0.4 | -4.6 | i | 5.0 | Cc1ccc(CC2C(=O)N(c3ccccc3)C(=O)C2C)cc1 (configuration not stated)
10.8 | 10.9 | 0.6 | 2.9 | 2.6 | 0.9 | -1.4 | -2.8 | i | 3.9 | CCN(CC)C(=O)CSc1nnc(COc2ccccc2)n1N
